NCOA3 inh: human NCOA3 inhibition; Q9Y6Q9; HEK293 GAL4-SRC3 luciferase reporter, luminescence; inhibition, % at 3.6 µM; 360,000 tested, 0.17% active; AID 588352;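 active means inhibition above a per-campaign cutoff, the mean of all compounds plus 3 SD, cut at about 60% in these data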;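 further: 0% = DMSO-treated cells and 100% = gossypol-treated cells at 36 µM; higher means less SRC3-driven luciferase light from the GAL4 reporter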
Target sequence (Q9Y6Q9 whole entry, looked up, the tested form may be a part): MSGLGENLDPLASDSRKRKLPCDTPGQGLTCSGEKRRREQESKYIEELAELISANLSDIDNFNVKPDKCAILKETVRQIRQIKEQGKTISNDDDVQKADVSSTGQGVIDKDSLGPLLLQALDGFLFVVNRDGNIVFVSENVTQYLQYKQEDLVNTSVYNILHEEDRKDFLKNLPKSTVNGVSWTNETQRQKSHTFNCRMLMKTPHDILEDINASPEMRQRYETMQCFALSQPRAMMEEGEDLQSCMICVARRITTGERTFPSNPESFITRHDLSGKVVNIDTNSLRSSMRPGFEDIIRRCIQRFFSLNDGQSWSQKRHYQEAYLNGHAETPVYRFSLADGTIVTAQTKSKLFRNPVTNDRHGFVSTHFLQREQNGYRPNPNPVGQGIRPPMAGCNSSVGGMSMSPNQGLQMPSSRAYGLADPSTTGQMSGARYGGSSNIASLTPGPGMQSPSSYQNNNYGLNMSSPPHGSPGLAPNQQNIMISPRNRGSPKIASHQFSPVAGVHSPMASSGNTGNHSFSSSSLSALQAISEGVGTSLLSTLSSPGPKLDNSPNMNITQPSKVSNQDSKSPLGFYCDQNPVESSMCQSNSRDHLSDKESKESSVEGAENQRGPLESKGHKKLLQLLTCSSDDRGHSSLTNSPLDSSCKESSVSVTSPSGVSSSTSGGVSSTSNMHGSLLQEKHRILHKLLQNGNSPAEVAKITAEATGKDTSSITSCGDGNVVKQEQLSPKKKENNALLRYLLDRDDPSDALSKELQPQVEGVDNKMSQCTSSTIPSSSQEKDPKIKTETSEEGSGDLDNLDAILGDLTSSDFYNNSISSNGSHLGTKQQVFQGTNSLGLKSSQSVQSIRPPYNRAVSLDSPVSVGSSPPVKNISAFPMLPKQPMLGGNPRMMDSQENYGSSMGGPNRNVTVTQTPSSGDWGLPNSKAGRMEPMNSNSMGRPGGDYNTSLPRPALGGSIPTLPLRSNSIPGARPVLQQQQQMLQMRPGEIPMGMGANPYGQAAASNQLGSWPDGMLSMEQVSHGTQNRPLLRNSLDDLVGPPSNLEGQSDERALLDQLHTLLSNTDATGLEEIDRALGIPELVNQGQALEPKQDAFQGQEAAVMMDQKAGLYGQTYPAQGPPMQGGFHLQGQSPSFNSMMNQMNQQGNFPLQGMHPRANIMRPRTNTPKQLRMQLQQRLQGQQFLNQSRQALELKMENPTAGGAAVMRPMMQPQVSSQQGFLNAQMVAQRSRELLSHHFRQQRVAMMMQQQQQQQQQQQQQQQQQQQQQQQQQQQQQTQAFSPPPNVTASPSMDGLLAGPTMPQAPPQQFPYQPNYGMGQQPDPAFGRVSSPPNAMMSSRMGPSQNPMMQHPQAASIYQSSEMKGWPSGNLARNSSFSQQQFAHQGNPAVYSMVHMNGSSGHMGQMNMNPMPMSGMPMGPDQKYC
NCOA1 inh: inhibitors of human steroid receptor coactivator 1 (SRC1) | Q15788 | HEK293 GAL4-SRC1 luciferase reporter, luminescence | inhibition, % at 3.6 µM | 360,000 tested, 0.12% active;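 active means inhibition above the campaign mean plus 3 SD, with each screening campaign given its own cutoff, cut at about 60% in these data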;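 further: 0% = DMSO treated cells and 100% = gossypol at 36 µM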
TROY signal inh: blocks TROY-dependent signaling in reporter cells. 360,000 tested, 0.98% active. Q293 LMP1-TROYcd NF-kB luciferase reporter, 4 h. inhibition, % at 10 µM;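 active means compounds whose plate-normalised and pattern-corrected inhibition of the luciferase reporter signal at the single screening dose is 50% or more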
CF NFkB inh: blocks PAF-induced NF-kB reporter in cystic fibrosis cells | inhibition, % at 5 µM | 360,000 tested, 0.86% active | KKLEB NF-kB-GFP reporter, GFP fluorescence overnight | AID 588850;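 active means at least 50% inhibition at 5 µM, scaled per plate between neutral and stimulator controls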;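 further: PAF is a Pseudomonas aeruginosa culture filtrate used as stimulus; plate controls were PAF-stimulated DMSO wells for no effect and unstimulated DMSO wells for full effect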
C8 TRAIL sens: caspase-8 TRAIL sensitization. inhibition (viability loss, TRAIL sensitization), % at 10 µM. 360,000 tested, 1% active. NB7+C8 cells + TRAIL, ATPlite viability luminescence;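 active means compounds causing at least 50% loss of cell viability in the single-dose screen, relative to plate controls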
LRH-1 inv ag: NR5A2 inverse agonism in reporter assay; AID 602396; inhibition, % at 3.6 µM; HEK293T StAR-luciferase reporter, LRH-1 transfected, 24 h; O00482; 360,000 tested, 0.13% active;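 active means inhibition above the mean inhibition of all tested compounds plus 3 SD, cut at about 73% in these data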;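 further: 0% = DMSO wells and 100% = reporter-only cells lacking LRH-1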
NCOA2 inhibitor: human SRC2 (NCOA2) inhibition | 370,000 tested, 0.17% active | AID 651957 | HEK293 GAL4-SRC2 luciferase reporter, luminescence | Q15596 | inhibition, % at 9 µM;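 active means inhibition above the mean inhibition of all tested compounds plus 3 SD, set per campaign, cut at about 52% in these data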;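 further: 0% = DMSO treated cells and 100% = cells given Gossypol at 36 µM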
KKLEB cytotox: CF airway cell cytotoxicity counter-screen. KKLEB CF airway cells viability, ATPlite luminescence, overnight; active compounds read low; cells stimulated with P. aeruginosa culture filtrate. activity change (cytotoxicity), % at 5 µM. 360,000 tested, 0.36% active. AID 602141;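 active means corrected activity change at or below -50% at 5 µM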
COUP-TFII inh: inhibitors of human COUP-TFII (NR2F2); P24468; HEK293T NGFI-A luciferase reporter, luminescence; inhibition, % at 8.6 µM; 370,000 tested, 0.7% active; AID 686940;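 active means inhibition above a per-plate cutoff, mean inhibition of test wells between control levels plus 3 SD, cut at about 38% in these data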;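 further: cells cotransfected with COUP-TFII expression vector driving the NGFI-A reporter; 0% = median of COUP-TF2 test wells and 100% = reporter-only cells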
EBV LMP1 NFkB: reduces LMP1-driven NF-kappaB luciferase signal | LMP1-induced NF-kappaB luciferase reporter cells, luminescence | inhibition, % at 12.5 µM | 350,000 tested, 0.69% active; in the data active means inhibition above about 41%;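 further: 0% = neutral control wells and 100% = reference inhibitor control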
TWEAK-Fn14 inh: inhibitors of TWEAK-Fn14 interaction signaling; 360,000 tested, 2% active; inhibition, % at 10 µM; AID 1159606; TWEAK-stimulated Fn14 reporter cells, luciferase luminescence, 8 h; in the data active means inhibition above about 50%
* hit, by the source's call; . = not tested or not shown; & = joins results of further samples.

SMILES	NCOA3 inh	NCOA1 inh	TROY signal inh	CF NFkB inh	C8 TRAIL sens	LRH-1 inv ag	NCOA2 inhibitor	KKLEB cytotox	COUP-TFII inh	EBV LMP1 NFkB	TWEAK-Fn14 inh
O=C(CN1C(=O)NC2(CCCC2)C1=O)OCC(=O)c1cccc(Cl)c1	5	-2	-3	11	9	-19	-6	-13	-5	-11	4
O=C(Nc1ccccc1C(=O)O)c1ccc(NC(=O)c2ccc(Br)o2)cc1	3	-4	33	-16	13	-29	.	18	.	1	9
COC(=O)[C@]12CCCCC=C1N(Cc1ccco1)C(=O)[C@H](CC(=O)N1CCSCC1)C2	.	.	-3	.	-14	-38	1	.	-8	.	15
Cc1ccc(/C=C/C(=O)O)cc1S(=O)(=O)NCCO	17	-4	28	1	-18	16	-27	0	-15	3	0
Cc1cccc(CN2CCC(C(=O)Nc3cccc(-c4cccc(F)c4)c3)CC2)n1	19	-14	0	0	18	8	-13	-13	22	7	-9
CCC(C)n1nccc1NC(=O)C(C)OC(=O)c1cc2ccccc2[nH]1 (stereo not drawn)	0	-8	15	-3	8	15	-20	7	12	2	7
CCOC(=O)c1ccc(COc2ccc(C(C)C)cc2)o1	-100	-136	-83	12	-10	-194	-40	-14	-32	-39	-21
Cc1cccc(Sc2c([N+](=O)[O-])ncn2C)n1	-7	-10	1	12	-22	10	-6	-9	14	0	-3
O=C(CCC(=O)N/N=C/c1c[nH]c2ccccc12)NCc1ccccc1	10	-8	-12	8	7	18	-7	6	8	2	-4
CCOC(=O)CSc1nc2ccc(NC(C)=O)cc2s1	-11	-23	6	-7	-6	-12	10	3	-9	6	-2
O=c1c2sc3nc(N4CCOCC4)c4c(c3c2ncn1CCc1ccccc1)CCCC4	-8	9	20	19	10	-4	-6	-26	-5	3	16
c1ccc(Cc2nn3c(C4COc5ccccc5O4)nnc3s2)cc1 (stereo not drawn)	-27	-30	-66	20	12	-19	-57	-7	-21	-16	-12
CCOC(=O)[C@@H](NC(=O)CC[C@H]1O[C@@H](n2cc(C)c(=O)[nH]c2=O)C[C@@H]1O)C(C)C	2	4	-5	5	4	10	-5	-1	-7	-6	-27
O=C(c1ccc(Cl)c(S(=O)(=O)NCc2ccco2)c1)N1CCN(c2ccccc2F)CC1	6	-9	11	-5	9	0	-5	8	7	-6	25
Cc1ccc(C2CC(c3ccccc3C)n3nc(N)nc3N2)cc1 (stereo not drawn)	-3	-60	-8	-6	-4	-12	20	8	14	-5	0
Cc1ncc(CN2CCC(C(=O)Nc3ccc(Oc4cccnc4)cc3)CC2)cn1	18	0	4	4	-8	4	-12	-7	12	-2	5
O=C(CNC(=O)C1CCCCC1)NCc1ccco1	7	-8	10	-8	-2	0	-26	4	4	-3	-1
CCN(CCn1cccn1)C(=O)CCc1nnc(Cc2c[nH]c3ccccc23)o1	10	-23	9	5	1	6	17	-4	20	-5	-4
Cc1cc(C)nc(SC(C)C(=O)N/N=C/c2cccs2)n1 (stereo not drawn)	15	9	-20	0	-13	-5	1	-8	6	-1	6
Cc1ccc(Cc2c(-c3ccccc3)nc3ccc(Br)cn23)cc1	-53	-60	-55	17	-1	-26	-80	-7	-38	2	-40
NC(=S)c1csc(CCNC(=O)c2ccccc2)n1	-14	-7	-6	-16	-6	21	-32	-5	0	1	-2
O=C(CS(=O)c1ccc(Br)cc1)N1CCOCC1 (stereo not drawn)	8	10	-5	4	2	11	-6	-14	-5	-1	6
COc1ccc(C(=O)NC2CC2)cc1OC1CCN(Cc2ccccc2F)CC1	-16	7	-1	6	-30	-1	-9	-8	17	-3	-7
O=C(CCCCCn1c(=S)[nH]c2cc3c(cc2c1=O)OCO3)NCCc1ccccc1	8	5	-19	0	-1	-2	-14	-7	-15	6	-15
CSc1ccccc1C(=O)Nc1cc(C)ccc1C	5	1	12	-5	0	17	-62	12	1	-4	5

Overlap with the part before: two entries, then new ones.
SMILES	NCOA3 inh	NCOA1 inh	TROY signal inh	CF NFkB inh	C8 TRAIL sens	LRH-1 inv ag	NCOA2 inhibitor	KKLEB cytotox	COUP-TFII inh	EBV LMP1 NFkB	TWEAK-Fn14 inh
O=C(CCCCCn1c(=S)[nH]c2cc3c(cc2c1=O)OCO3)NCCc1ccccc1	8	5	-19	0	-1	-2	-14	-7	-15	6	-15
CSc1ccccc1C(=O)Nc1cc(C)ccc1C	5	1	12	-5	0	17	-62	12	1	-4	5
CCOC(=O)CN1C2=NCCCN2c2ccccc21	11	15	-6	-1	4	4	12	11	6	-1	39
COc1ccc(OC)c(Cc2nnc(CCC(=O)NC3C4CC5CC(C4)CC3C5)o2)c1 (stereo not drawn)	20	-9	-38	18	8	-9	-1	-3	-17	0	-9
CC(CCc1ccccc1)NS(=O)(=O)c1ccccc1Cl (stereo not drawn)	1	-6	2	16	-7	-10	-3	4	-2	1	4
CC(NC(=O)Nc1cccc([N+](=O)[O-])c1)c1ccc2c(c1)OCO2 (stereo not drawn)	1	2	8	18	13	-7	-19	7	20	4	-14
O=C(Nc1ccccc1)OCCOc1ccccc1	-88	-74	-48	-4	-9	-72	-36	19	-43	-39	0
COCCNC(=O)CN(C(=O)CCC(=O)Nc1cc(C)on1)c1ccc(C)cc1C	4	-18	-7	-2	12	6	1	-12	-3	-9	-12
CC(C)CC(OC(=O)c1nsc(Cl)c1Cl)C(=O)NCC1CCCO1 (stereo not drawn)	-4	16	4	1	-8	17	-13	-6	-12	2	21
CC(=O)N1CCN(c2cc(N3CCc4ccccc4C3)c(F)cc2[N+](=O)[O-])CC1	23	2	0	6	2	39	0	-5	4	11	1
O=C(CN1CCN(Cc2ccccc2)CC1)Nc1ccc2c(c1)CCC2	6	-4	9	-2	-25	-1	7	-1	18	-3	-5
C/C=C/C=N/Nc1nc(-c2ccc([N+](=O)[O-])cc2)cs1	-2	6	37	-19	2	-13	-22	10	1	-12	2
Cn1c(=O)[nH]c(=O)c2c1nc(N1CCNCC1)n2Cc1ccccc1Cl	-19	13	15	-4	-9	-6	3	-10	14	-4	0
NCCOc1ccc(C23CC4CC(CC(C4)C2)C3)cc1	-36	-16	22	40	5	-45	-2	-29	-12	-18	8
c1ccc(Oc2cc(-n3cncn3)ncn2)cc1	-35	-61	-55	0	-6	-31	-23	-5	-7	-22	-18
Cc1ccc(C(=O)NN2C(=O)c3ccc(S(=O)(=O)c4ccc(C(=O)O)cc4)cc3C2=O)cc1	-19	-60	-27	-2	7	-42	-23	9	-13	2	20
CCOC(=O)c1sc2nc(C)nc(Nc3ccc(OC)cc3)c2c1C	9	8	9	-7	1	3	19	14	-2	-6	1
O=C(COc1cc2oc(=O)c3c(c2cc1Cl)CCC3)Nc1ccccn1	15	-8	3	6	-9	1	-13	-12	9	5	-56
CCCCNC(=O)C(=O)NCC1CCCN1S(=O)(=O)c1cccs1 (stereo not drawn)	-9	0	-3	-17	22	9	0	-1	-8	-3	1
CC(=O)OCC(OC(C)=O)C(OC(C)=O)C(OC(C)=O)C(=O)Nc1cccc(C)c1 (stereo not drawn)	13	6	-33	14	12	15	12	-23	14	-7	6
COc1ccc(/C=N/NC(=O)Cn2nnc3ccccc32)cc1OC	-17	-18	1	9	5	-14	-25	6	-16	-11	-7
Cc1[nH]c2ccccc2c1C(c1ccncc1)N1CCN(c2ccccc2F)CC1 (stereo not drawn)	-9	9	0	49	-5	6	15	-8	-8	11	17
CCCCCn1c(=N)n(CC(O)COc2ccccc2OC)c2ccccc21 (stereo not drawn)	3&17	-27&2	7&5	-5&3	9&8	16&9	1&4	-11&-9	0&10	-5&1	-5&-64
O=C(c1cccs1)N1CCN(c2ncc(Br)cn2)CC1	-2	-20	13	3	16	5	-4	2	12	3	-1
CCCCC(=O)N(CCOC)c1nnc(-c2ccc(OC)cc2)s1	20	10	-5	13	-1	-8	0	8	-9	-8	0
O=C(O)c1ccc(N2C(=O)CC(N3CCN(c4cccc(Cl)c4)CC3)C2=O)cc1 (stereo not drawn)	-2	12	34	-15	-17	2	2	18	4	-6	22
CN(C)c1ccc(C=c2c3ccccc3n3c2cc(-c2ccc(Cl)cc2)[n+]3C)cc1	68*	6	62*	-112	45	74*	-28	-2	59*	22	54*
CCOC(=O)CSc1nc(-c2ccc(OC)cc2)ns1	10	0	-11	7	18	21	14	-4	0	0	12
COc1cc(C(=O)NCc2cccc3ccccc23)ccc1OCc1ccccc1	2	-8	-5	-11	-4	15	4	0	2	4	35
COc1ccc(-c2csc(-n3ncc(-c4cccs4)c3N)n2)cc1	6	-32	-15	22	1	12	-18	-39	8	-5	-34
NC(=S)N/N=C/c1coc2c(ccc3ccccc32)c1=O	-10	-18	27	-40	3	-2	13	14	1	0	51*
Cc1ccc(-c2ccnc3c(Cl)c(C)nn23)cc1	-21	-24	-17	-7	-18	8	2	6	0	-8	-4

With a hit mark in LRH-1 inv ag, of those listed so far:
| canonical_smiles | NCOA3 inh | NCOA1 inh | CF NFkB inh | LRH-1 inv ag | NCOA2 inhibitor | COUP-TFII inh | EBV LMP1 NFkB | TWEAK-Fn14 inh |
| --- | --- | --- | --- | --- | --- | --- | --- | --- |
| CN(C)c1ccc(C=c2c3ccccc3n3c2cc(-c2ccc(Cl)cc2)[n+]3C)cc1 | 68* | 6 | -112 | 74* | -28 | 59* | 22 | 54* |

Part of the list above, set out differently:
Values run as follows: NCOA3 inh	NCOA1 inh	TROY signal inh	CF NFkB inh	C8 TRAIL sens	LRH-1 inv ag	NCOA2 inhibitor	KKLEB cytotox	COUP-TFII inh	EBV LMP1 NFkB	TWEAK-Fn14 inh
- CCOC(=O)c1sc2nc(C)nc(Nc3ccc(OC)cc3)c2c1C
  9	8	9	-7	1	3	19	14	-2	-6	1
- O=C(COc1cc2oc(=O)c3c(c2cc1Cl)CCC3)Nc1ccccn1
  15	-8	3	6	-9	1	-13	-12	9	5	-56
- CCCCNC(=O)C(=O)NCC1CCCN1S(=O)(=O)c1cccs1 (stereo not drawn)
  -9	0	-3	-17	22	9	0	-1	-8	-3	1
